# High-throughput results from PubChem BioAssay.
# ANO1 block – TMEM16A chloride channel inhibitors, primary screen, cell-based, HTS; Anoctamin-1 (Mus musculus), Q8BHY3; HEK293 TMEM16A/YFP iodide influx fluorescence, ionomycin; normalized B-score (activity score, 25-100; higher = stronger inhibition) at 10 µM; 310,000 tested, 1.2% active;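 active = ratio plate-corrected score three or more library SD toward inhibition, starting fluorescence score within five deviations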;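 note: score derived from kinetic fluorescence span divided by baseline fluorescence per well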
# TRPC6 inh – mouse TRPC6 channel inhibitors, primary screen, cell-based, HEK293, membrane potential dye; Short transient receptor potential channel 6 (Mus musculus), Q61143; ACh-evoked depolarization; stronger effect = lower value; B-score at 10 µM; 310,000 tested, 1.1% active;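 active = B-score under library mean minus 3 SD, initial fluorescence not abnormally high, positive integrated signal ratio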;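 note: B-score derived from integrated fluorescence ratio over the kinetic read; more negative B-score means stronger inhibition of depolarization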
# MrgX1 antagonist – antagonists of human MrgX1 receptor, primary screen, HEK293 cells, Fluo-4 calcium flux. Mas-related G-protein coupled receptor member X1 (Homo sapiens), Q96LB2. B-score at 10 µM. AID 588676, 2011. 310,000 tested, 1.3% active. BAM8-22 antagonism; stronger effect = lower value;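 active = calcium-response B-score plate-corrected more than 3 library SD below zero, starting fluorescence within 5 deviations, no agonist response on first addition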;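 note: peak minus trough fluorescence over baseline after final BAM8-22 challenge near maximal dose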
# TRPC4 agonist – activators of mouse TRPC4 channel, primary screen, Fluo4 calcium, HEK293 TRPC4beta/mu-opioid cells | 310,000 tested, 0.49% active | AID 2237, 2010 | B-score at 10 µM | Fluo4 calcium fluorescence; stronger effect = higher value;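 active = B-score above 5 SD of library B-scores, and initial fluorescence ratio not above library mean plus 5 SD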;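 note: positive B-score marks a calcium rise read as TRPC4 activation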
# Target sequence (Q9QUQ5 whole entry, looked up): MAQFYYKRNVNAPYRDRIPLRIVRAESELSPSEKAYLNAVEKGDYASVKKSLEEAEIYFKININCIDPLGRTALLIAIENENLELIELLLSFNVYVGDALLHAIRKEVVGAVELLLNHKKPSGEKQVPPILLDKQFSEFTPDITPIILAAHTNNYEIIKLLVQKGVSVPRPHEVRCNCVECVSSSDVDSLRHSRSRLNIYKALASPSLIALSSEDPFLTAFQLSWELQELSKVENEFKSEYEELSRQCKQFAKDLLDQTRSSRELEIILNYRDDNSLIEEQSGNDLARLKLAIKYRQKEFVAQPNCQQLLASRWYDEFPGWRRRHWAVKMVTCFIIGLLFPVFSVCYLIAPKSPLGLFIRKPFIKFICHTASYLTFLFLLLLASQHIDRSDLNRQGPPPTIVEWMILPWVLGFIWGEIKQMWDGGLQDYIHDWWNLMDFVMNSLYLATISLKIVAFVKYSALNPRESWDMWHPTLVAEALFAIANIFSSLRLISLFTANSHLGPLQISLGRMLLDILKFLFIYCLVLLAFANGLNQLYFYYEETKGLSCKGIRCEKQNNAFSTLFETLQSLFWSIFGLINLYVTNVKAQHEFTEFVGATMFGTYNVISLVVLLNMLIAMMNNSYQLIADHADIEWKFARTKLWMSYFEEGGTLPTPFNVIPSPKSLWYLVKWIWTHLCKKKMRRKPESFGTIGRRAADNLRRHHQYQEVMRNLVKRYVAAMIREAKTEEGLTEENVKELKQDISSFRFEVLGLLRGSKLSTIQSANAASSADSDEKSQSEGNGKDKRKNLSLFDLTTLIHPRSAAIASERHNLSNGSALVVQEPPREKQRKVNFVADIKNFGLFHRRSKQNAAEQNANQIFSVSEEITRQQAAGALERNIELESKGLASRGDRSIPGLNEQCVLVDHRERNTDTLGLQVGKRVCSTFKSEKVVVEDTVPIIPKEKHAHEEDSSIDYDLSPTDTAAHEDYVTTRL
#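 Assay system: HEK293 stable line with TRPC4beta plus mu-opioid receptor. Times: dye 45 min RT, read 110 s. Measured by: kinetic Fluo4 calcium fluorescence. Measure: B score of integrated ratio. Controls: assay buffer as low control, maximal DAMGO as high control.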
# TMEM16A act – TMEM16A chloride channel activators or potentiators, primary screen, cell-based, HTS; Anoctamin-1 (Mus musculus), Q8BHY3; HEK293 TMEM16A/YFP-H148Q/I152L, iodide quench fluorescence; stronger effect = lower value; B-score at 10 µM; 340,000 tested, 0.3% active;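 active = fluorescence-ratio B-score plate-corrected deviation score at least 3 library SD below zero, with starting fluorescence score within 5 deviations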;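 note: channel opened by trigger with iodide after compound preincubation; score built on the fluorescence ratio of max minus min over baseline; more negative score means more quench and so TMEM16A activation or potentiation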
# MrgX1 PAM – positive allosteric modulators of MrgX1, primary screen, HEK293 cells, Fluo-4 calcium flux; 310,000 tested, 0.63% active; AID 588675, 2011; FDSS; stronger effect = higher value; B-score at 10 µM;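 active = plate-corrected calcium response at least 3 library SD above typical, normal starting fluorescence, not activating the receptor alone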;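 note: compound read alongside a low EC10 to EC30 dose of BAM8-22 agonist; peak minus trough fluorescence over baseline measured at the second addition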
# TRPC6 act – mouse TRPC6 channel activators, primary screen, cell-based, HEK293, membrane potential dye. Short transient receptor potential channel 6 (Mus musculus), Q61143. B-score at 10 µM. 310,000 tested, 0.13% active. HEK293-TRPC6 membrane potential dye fluorescence; stronger effect = higher value;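 active = B-score of the integrated fluorescence ratio above library mean plus 3 SD, and starting fluorescence ratio within library mean plus 5 SD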;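 note: higher score means more depolarization so channel activation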
# MrgX1 agonist – agonists of human MrgX1 receptor, primary screen, HEK293 cells, Fluo-4 calcium flux; 310,000 tested, 0.44% active; Mas-related G-protein coupled receptor member X1 (Homo sapiens), Q96LB2; B-score at 10 µM; AID 588627, 2011; Fluo-4 calcium fluorescence, agonist mode; stronger effect = higher value;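 active = calcium response B-score plate-corrected fluorescence ratio at least 3 library SD, with starting fluorescence B-score inside 5 SD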
#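 Material: MrgX1-expressing HEK293 cells / Dosing: compound as first of three additions / Incubation: overnight seeding, then 1 h dark dye loading / Signal: Fluo-4 NW calcium fluorescence / Evaluation: B-scored fluorescence response ratio / Benchmarks: positive and negative control wells on each plate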
# SKKanGAS inh – S. pyogenes SKKanGAS growth inhibitors in kanamycin, primary screen, streptokinase expression inhibitor project, SKKanGAS strain, BacTiter-Glo luminescence. 300,000 tested, 1.3% active. inhibition, % at 7.5 µM. 6 h;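 active = mean replicate score, as percent of positive control median, at least 50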;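 note: strain carries kanamycin resistance gene driven by streptokinase promoter and grows in 40 µg/ml kanamycin; loss of luminescence reflects streptokinase promoter inhibition or plain growth inhibition; 0% = median of DMSO wells and 100% = positive control at its reference dose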
# TRPC4 inh – inhibitors of mouse TRPC4 channel, primary screen, Fluo4 calcium, HEK293 TRPC4beta/mu-opioid cells; DAMGO-evoked Fluo4 calcium flux; stronger effect = lower value; Short transient receptor potential channel 4 (Mus musculus), Q9QUQ5; 300,000 tested, 0.39% active; AID 2247, 2010; B-score at 10 µM;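 active = B-score over 3 SD under the library average, no early fluorescence shift, positive overall ratio signal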
#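 test system = HEK293 cells with stable TRPC4beta plus mu-opioid receptor expression | detection = Fluo4 Ca2+ flux fluorescence | read-out = integrated fluorescence ratio relative to baseline, converted to per-well B score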
# TRPC4 potent – positive allosteric modulators of TRPC4, primary screen, cell-based, mouse TRPC4beta, HEK293 mu-opioid, Fluo-4 calcium. 310,000 tested, 0.42% active. AID 2227, 2009. B-score at 10 µM. DAMGO EC20, Fluo-4 Ca2+ flux; stronger effect = higher value. Short transient receptor potential channel 4 (Mus musculus), Q9QUQ5;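 active = B-score of calcium response area above 5 SD of library B-scores, with initial fluorescence ratio within 5 SD of library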;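 note: B-score of integrated fluorescence ratio over time as area under calcium response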
# * hit, by the source's call; i = inactive; . = not tested or not shown.
SMILES,ANO1 block,TRPC6 inh,MrgX1 antagonist,TRPC4 agonist,TMEM16A act,MrgX1 PAM,TRPC6 act,MrgX1 agonist,SKKanGAS inh,TRPC4 inh,TRPC4 potent
Cc1onc(-c2c(Cl)cccc2Cl)c1C(=O)c1c[nH]c(C(=O)NCC2CCCO2)c1 (centres undefined),i,i,i,i,i,i,i,i,-1,i,i
Cc1ccnc(N/C=C(/NC(=O)c2ccccc2)C(=O)NN)n1,i,i,i,i,i,i,i,i,5,i,i
CCOC(=O)C1CCCN(C(=O)c2cc3c(OC)c(OC)c(OC)cc3[nH]2)C1 (centres undefined),i,i,i,i,i,i,i,i,-3,i,i
Cc1ccc(S(=O)(=O)C(C#N)c2nc3ccccc3nc2N2CCC(C)CC2)cc1 (centres undefined),.,i,.,i,i,.,i,.,8,i,i
CCOCCCn1c(=S)[nH]c2cc(C(=O)N3CCC(C(N)=O)CC3)ccc2c1=O,i,i,i,i,i,i,i,i,3,i,i
CCOC(=O)C1=C(C)NC(=O)NC1c1ccc2c(c1)OCO2 (centres undefined),i,i,i,i,i,i,i,i,1,i,i
CCS(=O)(=O)C1=NN2C(=N)/C(=C\c3ccc(OS(=O)(=O)c4ccccc4)cc3)C(=O)N=C2S1,i,i,i,i,i,7.2*,i,i,-2,i,i
O=C(CCc1nnc2n(Cc3ccccc3Cl)c(=O)c3ccccc3n12)NCCCN1CCOCC1,i,i,i,i,i,i,i,i,-2,i,i
CCC(=O)OCc1cc(=O)oc2ccc3ccccc3c12,i,i,i,i,i,i,i,i,-3,i,i
Cc1cc(C)c2c(=O)[nH]c(SCc3ccccc3C)nc2n1,i,i,i,i,i,i,i,i,11,i,i
Cc1cc(C)[n+](Cc2ccccc2)cc1C(N)=O,i,i,i,i,i,i,i,i,-5,i,i
COc1ccc(N2C(=O)c3cc4ccccc4cc3C2=O)cc1,i,i,i,i,i,i,i,i,-8,i,i
OC(COc1ccc(CN2CCSCC2)cc1)CN1CCCCC1 (centres undefined),i,i,i,i,i,i,i,i,8,i,i
CC(CNC(=O)CCn1c(=O)c2cccn2c2ccc(F)cc21)c1ccccc1 (centres undefined),i,i,i,i,i,i,i,i,-2,i,i
COC(=O)c1sc(NC(=O)/C=C/c2ccccc2Cl)nc1C,i,i,i,i,i,i,i,i,-1,i,i

# Some of the entries above in another layout.
SMILES	ANO1 block	TRPC6 inh	MrgX1 antagonist	TRPC4 agonist	TMEM16A act	MrgX1 PAM	TRPC6 act	MrgX1 agonist	SKKanGAS inh	TRPC4 inh	TRPC4 potent
OC(COc1ccc(CN2CCSCC2)cc1)CN1CCCCC1 (centres undefined)	i	i	i	i	i	i	i	i	8	i	i
CC(CNC(=O)CCn1c(=O)c2cccn2c2ccc(F)cc21)c1ccccc1 (centres undefined)	i	i	i	i	i	i	i	i	-2	i	i

# (continued)
SMILES,ANO1 block,TRPC6 inh,MrgX1 antagonist,TRPC4 agonist,TMEM16A act,MrgX1 PAM,TRPC6 act,MrgX1 agonist,SKKanGAS inh,TRPC4 inh,TRPC4 potent
Fc1ccc(OCc2nnc(SCCN3CCOCC3)o2)cc1,i,i,i,i,i,i,i,i,5,i,i
O=C(Nc1ccnn1C1CCN(C(=O)c2ccc(Cl)cc2)CC1)C1CC1,i,i,i,i,i,i,i,i,11,i,i
CCCCCC(=O)N[C@@H](c1ccccc1)[C@@H](O)C(=O)O[C@H]1C[C@@]2(O)[C@@H](OC(=O)c3ccccc3)C3[C@](C)(C(=O)[C@H](OC(C)=O)C(=C1C)C2(C)C)[C@@H](O)C[C@H]1OC[C@@]31OC(C)=O (some centres undefined),i,i,i,i,i,i,i,i,4,i,i
Fc1ccc2nc(C(F)(F)F)cc(N3CCOCC3)c2c1,i,i,i,i,i,i,i,i,3,i,i
CCOc1ncccc1C(=O)NCc1ccc(OC)c(OC)c1,i,i,i,i,i,i,i,i,-5,i,i
Cc1cc2ncn(/N=C/c3ccc([N+](=O)[O-])o3)c2cc1C,i,i,i,i,i,i,i,i,-12,i,i
CC1(C)CC(=O)C2=C(C1)Nc1ccccc1NC2c1ccc(F)cc1 (centres undefined),i,i,i,i,i,i,i,i,5,i,i
O=C(O)c1cccc(N2C(=O)C3CC=CCC3C2=O)c1 (centres undefined),i,i,i,i,i,i,i,i,1,i,i
O=C(CCNC(=O)c1ccccc1Cl)NCCc1ccc(Cl)cc1,i,i,i,i,i,i,i,i,-2,i,i
CCOC(=O)c1c2ccc(OCC(=O)N/N=C/c3ccc(Cl)cc3)cc2n2ccccc12,.,i,.,i,.,.,i,.,14,i,i
CCOc1ccc(-n2cc(C(=O)NCc3ccco3)c3cc(OC)c(OC)cc3c2=O)cc1,i,i,i,i,i,i,i,i,12,i,i
CCCCOC(=O)/C=C/c1c(C)[nH]c(=O)[nH]c1=O,i,i,i,i,i,i,i,i,8,i,i
CCOC(=O)C1CCN(CC(O)COc2ccc(C(C)=O)cc2)CC1 (centres undefined),i,i,i,i,i,i,i,i,-1,i,i
COCCn1c(=S)[nH]c2cc(C(=O)N3CCN(c4cccc(Cl)c4)CC3)ccc2c1=O,i,i,i,i,i,i,i,i,24,i,i
CCOC(=O)C(NC(=O)NCc1ccccc1OC)(OCC)C(F)(F)F (centres undefined),i,i,i,i,i,i,i,i,-4,i,i
Cc1cc(Cl)ccc1OCCCC(=O)OCC(=O)c1c(N)n(C)c(=O)n(C)c1=O,i,i,i,i,i,i,i,i,12,i,i
CCn1c(=N)n(CCO)c2ccccc21,i,i,i,i,i,i,i,i,-1,i,i
CCS(=O)(=O)c1ccc(O)c(NC(=O)CC2(CC(=O)O)CCCC2)c1,i,i,i,i,i,i,i,i,-1,i,i
CC(C)CC(=O)NC(NC(=S)Nc1sc2c(c1C#N)CCCC2)C(Cl)(Cl)Cl (centres undefined),100*,i,-4.5*,i,i,i,i,i,56*,i,i
CCOC(=O)c1c(C)[nH]c(C2=NNC(=Nc3ccccc3OC)SC2)c1C,i,i,i,i,i,i,i,i,21,i,i
CC(=O)Nc1ccc(C(=O)OCC(=O)Nc2ccccc2F)cc1,i,i,i,i,i,i,i,i,-16,i,i
COC(=O)c1cn(CC(=O)NCc2cccs2)c2ccccc12,i,i,i,i,i,i,i,i,-5,i,i
O=C(Cn1ccc(C(F)(F)F)n1)Nc1cccc(S(=O)(=O)N2CCCCC2)c1,i,i,i,i,i,i,i,i,-10,i,i
CCCc1ccc2oc(C(=O)NCCCN3CCOCC3)c(C)c2c1,i,i,i,i,i,i,i,i,-5,i,i
CCNC(=S)NNC(=O)Cn1nc(C)cc1C,i,i,i,i,i,i,i,i,-9,i,i
CCC(c1nnc(SCC(=O)NCC2CCCO2)n1Cc1ccccc1)N(C)C (centres undefined),i,i,i,i,i,i,i,i,2,i,i
CCN(CC)C(=O)COc1ccc(Br)cc1Cl,i,i,i,i,i,i,i,i,-6,i,i
CCN(CC)c1ccc(C(=O)c2ccccc2C(=O)O)c(O)c1,i,i,i,i,i,i,i,i,3,i,i
Cc1ccc2c(c1)C(c1ccc(F)cc1)N(C(=O)c1ccccc1Br)CC(=O)N2 (centres undefined),i,i,i,i,i,i,i,i,-1,i,i
COc1ccc(OC)c(CN2CCCCCC2)c1,i,i,i,i,i,i,i,i,3,i,i
CN(Cc1c(C(=O)N/N=C/c2cccc(O)c2)nnn1-c1nonc1N)c1ccccc1,i,i,i,i,i,i,i,i,0,i,i
CCOC(=O)c1c(C)nc2cc(C)cc(C)n12,i,i,i,i,i,i,i,i,2,i,i
CCOC(=O)c1nnn(-c2nonc2N)c1CNc1ccccc1,i,i,i,i,i,i,i,i,5,i,i
Cc1cccc(/C(N)=N/OC(=O)CCCN2C(=O)c3ccccc3C2=O)c1,i,i,i,i,i,i,i,i,-8,i,i
CCc1nnc(NC(=O)c2sc3nc4cc(C)ccc4cc3c2N)s1,i,i,i,i,i,i,i,i,93*,i,i
Cc1cc(Cl)c2oc(C(=O)NCCC3CCCCO3)c(C)c2c1 (centres undefined),i,i,i,i,i,i,i,i,3,i,i
CC(=O)c1cn(CCC(C)C)c(=O)[nH]c1=O,i,i,i,i,i,i,i,i,-1,i,i
Cc1ccc(Sc2ncnc(N)c2[N+](=O)[O-])cc1,i,i,i,i,i,i,i,i,-7,i,i
Cc1ccc(-n2ncc3c2CCCC3NC(=O)CCc2cnccn2)cc1C (centres undefined),i,i,i,i,i,i,i,i,2,i,i
CC(=O)Nc1sc(NC(=O)c2ccco2)nc1-c1cccs1,i,i,i,i,i,i,i,i,1,i,i
CCN(CC(=O)Nc1ccccc1C(F)(F)F)C(=O)c1cc(-c2ccccc2)nn1-c1ccccc1,i,i,i,i,i,i,i,i,51*,i,i
O=C(Nc1ccc(Cl)c(Cl)c1)N(CCCN1CCOCC1)Cc1cccnc1,i,i,i,i,i,i,i,i,-7,i,i
O=C(Nn1cnnc1)c1cc(Cl)cc(Cl)c1,i,i,i,i,i,i,i,i,1,i,i
Cc1ccc(/C=N/NC(=O)c2cc(-c3ccc(C)o3)[nH]n2)cc1,i,i,i,i,i,i,i,i,-4,i,i
O=C(Nc1ccncc1)c1ccccc1-c1ccccc1,i,i,i,i,i,i,i,i,-19,i,i
COc1ccc2c(c1)C(=O)N1[C@H]3c4cc(OC)ccc4OC[C@@H]3[C@H](c3ccccc3)[C@]1(C)C(=O)N2,i,.,i,.,i,i,.,i,.,.,.
COc1ccc(NC(=O)N2CCCc3cc(C)ccc32)c(OC)c1,i,i,i,i,i,i,i,i,-4,i,i
Cc1csc(SCC(=O)Nc2nccs2)n1,i,i,i,i,i,i,i,i,8,i,i
